Compound activity from PubChem.
HEK cytotox = cytotoxic compounds in HEK 293 cells | HEK 293 viability, ATP luminescence (CellTiter-Glo), 48-72 h | 94,000 tested, 6.6% active | Potency, µM (series often up to 115 µM), for the others: at the top dose activity change, negative = cytotoxicity, most hits filed as inhibitors | AID 1345083; note: potency is the fitted concentration of half-maximal effect; nearly all actives have a fitted effect of over 60% in size
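Cytotoxicity was scored by loss of ATP-coupled luminescence (CellTiter-Glo) in HEK 293 cells. Compound treatment ran 48 or 72 hr at 37 degree Celsius, 5% CO2, 95% humidity.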
3T3 cytotox = kills NIH 3T3 cells | NIH 3T3 viability, CellTiter-Glo ATP luminescence, 48-72 h | Potency, µM (titrated, usually from 96.7 µM), for the others: at the top dose activity change, negative = cytotoxicity, actives largely listed as inhibitors | 94,000 tested, 4.3% active; note: potency is the fitted concentration of half-maximal effect; nearly all actives have a fitted effect of over 55% in size
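First NIH 3T3 cells are plated at 400 cells/well; next compound is pinned in; then plates incubate 48 or 72 hr at 37 °C; finally CellTiter-Glo is added and luminescence read after 10 min.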
HEK293 viab = counter-screen for SNCA expression inhibitors: cell viability. HEK-293-SNCA-luc viability, GF-AFC fluorescence, 24 h. 150,000 tested, 0.12% active. AID 1671193. Potency, µM (top dose mostly 57.1 µM), for inactives: top-dose activity change, negative = cytotoxicity, hits mostly cytotoxic;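 note: potency is the fitted concentration of half-maximal effect; 0% = DMSO-treated cells and -100% = medium-only wells without cells; nearly all actives have a fitted effect of over 30% in size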
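HEK-293-SNCA-luc cells (1500/well) plated 24 h, then exposed 24 h to a dilution series; GF-AFC added 30 min at 37C, fluorescence 405/540 nm; normalised to medium-only and DMSO wells, Hill fit.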
IP6K1 inhibitor = blocks human inositol hexakisphosphate kinase 1. Q92551. IP6K1 kinase, ADP-Glo luminescence, 2 h; stronger effect = lower value. activity change, % (series mostly up to about 58 µM). 140,000 tested, 0.81% active. AID 1645851; in the data active = activity change below about -25%
Target sequence (Q92551 whole entry, looked up): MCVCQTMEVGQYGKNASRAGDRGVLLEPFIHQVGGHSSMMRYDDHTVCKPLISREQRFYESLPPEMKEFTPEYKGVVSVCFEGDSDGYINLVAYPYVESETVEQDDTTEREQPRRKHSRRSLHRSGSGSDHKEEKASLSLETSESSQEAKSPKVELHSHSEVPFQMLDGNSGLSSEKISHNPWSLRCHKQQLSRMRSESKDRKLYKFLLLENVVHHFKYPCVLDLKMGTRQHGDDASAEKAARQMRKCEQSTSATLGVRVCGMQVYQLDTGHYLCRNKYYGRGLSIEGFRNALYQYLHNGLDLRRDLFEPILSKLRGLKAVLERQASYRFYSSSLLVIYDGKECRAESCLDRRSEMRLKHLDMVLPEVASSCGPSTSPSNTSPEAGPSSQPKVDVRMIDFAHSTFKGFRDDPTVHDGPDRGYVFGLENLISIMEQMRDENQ
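ADP-Glo luminescence measures ADP made by human IP6K1 during a 2 h RT reaction with ATP/IP6 (mix at 1.3 mM/130 uM); top library doses 57.5 and 19.1 uM final.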
SNCA expr inh = reduces expression of the alpha-synuclein gene. AID 1671194. Potency, µM (doses to about 57.2 µM), for the others: at the highest dose activity change, negative = inhibition, usual class: inhibitors. 140,000 tested, 0.17% active. HEK-293 SNCA-luciferase knock-in, luminescence, 24 h;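 note: potency is the fitted concentration of half-maximal effect; plate controls were DMSO cells for no effect and cell-free wells for full effect; nearly all actives have a fitted effect of over 45% in size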
FLuc inh = Photinus pyralis luciferase inhibition; Potency, µM (titrated, usually from 115 µM), for inactives: top-dose activity change, negative = inhibition, actives largely listed as inhibitors; P08659; 76,000 tested, 2.5% active; purified P. pyralis luciferase, luminescence, biochemical; note: potency is the fitted concentration of half-maximal effect; nearly all actives have a fitted effect of over 65% in size
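Luminescence read by CCD imager after adding enzyme (10nM final) to wells holding compound, titrated in qHTS. Substrates 10uM each D-luciferin and ATP; buffer 50mM Tris acetate pH 7.5, 10mM Mg acetate, Tween-20, BSA.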
GPT2 inh = blocks human glutamate pyruvate transaminase 2; Q8TD30; Recombinant GPT2, coupled pyruvate oxidase/HRP Amplex Red fluorescence; Potency, µM (doses to about 57.7 µM), without a hit: top-dose activity change, negative = inhibition, hits mostly inhibitors; 100,000 tested, 0.25% active; AID 1671188; note: potency is the fitted concentration of half-maximal effect; nearly all actives have a fitted effect of over 60% in size; many of its hits are not listed in these tables
Target sequence (Q8TD30 whole entry, looked up): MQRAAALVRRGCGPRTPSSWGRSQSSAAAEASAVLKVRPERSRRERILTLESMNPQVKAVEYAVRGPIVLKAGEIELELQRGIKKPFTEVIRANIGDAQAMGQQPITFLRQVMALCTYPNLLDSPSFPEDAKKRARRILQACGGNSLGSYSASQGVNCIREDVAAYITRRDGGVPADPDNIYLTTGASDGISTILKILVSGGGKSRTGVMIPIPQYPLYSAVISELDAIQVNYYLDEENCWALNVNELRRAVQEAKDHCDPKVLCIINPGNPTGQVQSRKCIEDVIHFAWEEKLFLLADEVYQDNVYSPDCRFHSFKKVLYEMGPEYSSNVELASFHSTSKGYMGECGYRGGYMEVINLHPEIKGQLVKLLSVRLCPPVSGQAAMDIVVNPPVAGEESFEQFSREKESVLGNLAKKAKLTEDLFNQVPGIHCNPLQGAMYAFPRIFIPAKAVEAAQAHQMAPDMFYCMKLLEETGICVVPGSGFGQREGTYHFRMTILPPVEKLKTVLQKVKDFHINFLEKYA
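Fluorescence read-out: pyruvate from GPT2 turnover coupled to pyruvate oxidase, HRP and Amplex Red (0.2mM ThPP, 0.2U/mL PO and HRP, 50uM Amplex final). Substrates 250uM a-KG, 2mM L-alanine; enzyme 10ng/uL; 30 min RT.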
* hit, by the source's call; i = inactive; u = inconclusive; x = not tested or not shown; [ ] = dose if it differs, or a comment. Unless noted, calls come from the whole dose curve; as a rule, active = well fitted curve in the direction sought with a large enough effect; inconclusive = small, poorly fitted or top-dose-only effect, or another doubt; inactive = no such curve, though single readings can be large; an effect the other way counts as inactive or inconclusive. Unless noted, % is set by controls: 0 for no effect and ±100 for the full control effect. A portion of the library; rates above refer to the full screens.

SMILES | HEK cytotox | 3T3 cytotox | HEK293 viab | IP6K1 inhibitor | SNCA expr inh | FLuc inh | GPT2 inh
COCCOCc1nc(C2CCN(C(=O)c3[nH]nc4c3CCc3cc(OC)ccc3-4)CC2)no1 | u | u | -19.5% | 0.1 | 0.9% | -21.3% | u
CCN(CC)C(=O)CN1C(=O)NC2(CCC(C(C)(C)C)CC2)C1=O (stereo not drawn) | -20.8% | u | -4.2% | -6.4 | 24.3% | 3.2% | -1.7%
NC(=O)c1ccccc1NC(=O)c1ccc(-c2ccc(Br)cc2)o1 | x | x | 14.1% | 9.2 | 310.0%[activator] | x | x
COc1ccc(-c2ncc3c(n2)OCCN(Cc2ccccc2)C3=O)cn1 | u | 35.5µM* | -6.0%[87.6 µM] | -13.0 | 38.7%[activator][87.6 µM] | 15.8µM* | 2.6%[88.5 µM]
Cc1ccc(-n2c(C3CCN(C(=O)c4cccc(F)c4)CC3)n[nH]c2=O)cc1 | 12.4% | 35.5µM* | 1.7% | -0.5 | -1.8% | -1.0% | i
COc1cc(OC)c(NC(=O)Nc2ccccc2OCc2cc(=O)n3cc(C)ccc3n2)cc1Cl | x | x | -0.9% | 6.1 | 26.2% | x | x
COc1ccc2[nH]cc(CCNC(=O)C3Cn4cccc4C(=O)N3Cc3cccnc3)c2c1 (stereo not drawn) | 89.1µM* | u | 3.5% | 13.8 | 11.4% | -7.3% | i
C[S+](=O)([O-])N1CCCCC1c1nnc2n1CCNC2 (stereo not drawn) | -17.0% | -15.3% | 0.4% | 8.8 | -5.9% | x | -50.0%
NC(=O)[C@@H]1CN(C(=O)OCc2ccccc2)[C@H]2c3ccccc3O[C@@H]12 | u | u | x | 31.0 | x | x | x
COc1ccc(OC)c2nc(-c3cccc(Cl)c3)c(CN3CCC(O)CC3)cc12 | u | u | -8.9% | 4.9 | -19.6% | 0.4% | -10.6%
O=C(CSc1nc2ccccc2nc1Cc1ccccc1)NCc1ccccc1Cl | x | x | -10.0% | 34.7 | -7.1% | x | x
O=[S+]1([O-])CCCN1C1CCN([S+](=O)([O-])c2ccc(C(F)(F)F)cc2)CC1 | -3.3% | -20.0% | 5.4% | -12.6 | 3.9% | x | -2.8%
O=C(CCc1ccc2c(c1)OCO2)N1Cc2ccccc2C(O)C1 (stereo not drawn) | i | -12.1% | -18.6% | 4.5 | -17.2% | -0.8% | -28.3%
Cn1cc(CC(=O)N2CCCc3ncc(C(N)=O)cc32)c2ccccc21 | u | u | -18.2%[87.6 µM] | 26.0 | 0.9%[87.6 µM] | 3.2%[172 µM] | 2.0%[88.5 µM]
COc1ccc(NC(=O)c2cc3c(=O)n(C)c4ccccc4c3s2)cc1Cl | x | x | 29.2% | -8.2 | -11.2% | x | x
CSc1cccc(NC(=O)N2CCC(OC3CCN(Cc4ccccc4)CC3)CC2)c1 | u | u | -2.2% | -3.2 | -8.4% | 3.6% | i
N[C@@H](CCCC(=O)O)C(=O)O | x | x | -0.3% | x | -11.4% | x | -0.3%
O=S(=O)(c1ccc2c(c1)CCC2)N1CC(n2cnnc2C2CCCO2)C1 (stereo not drawn) | u | -22.5% | 2.6% | 5.5 | -20.6% | x | 4.7%
COCc1ccc(CNCc2cccnc2N2CCCC(O)C2)o1 (stereo not drawn) | 2.1% | 1.2% | -9.1% | 8.7 | 25.1% | -1.3% | i
COc1cccc(-c2ccc(NC(=O)C3CCCN3Cc3cnn(C)c3)cc2)c1 (stereo not drawn) | 44.7µM* | u | -4.0% | 0.7 | 47.6%[activator] | -34.0% | 0.9%
O=C(Cn1cccc1-c1nc(-c2ccccc2)no1)NCCc1ccc(Cl)cc1 | -0.7% | i | -2.1% | -8.0 | 7.5% | 7.7% | 0.1%
Cc1ccc(C(=O)NC2CCN(c3cn[nH]c(=O)c3)CC2)cc1F | -2.4% | 1.9% | u | 13.8 | -1.5% | 1.6% | 2.0%
CC(=O)N1CCc2[nH]cnc2C12CCN(C(=O)c1ccn3nnnc3c1)CC2 | -13.3% | -13.2% | -11.2% | 2.3 | -15.3% | -7.5% | -11.7%
COCc1cc(CC2(NCc3ccc(C#N)cc3)COC2)no1 | -24.6%[172 µM] | -3.5%[174 µM] | 4.5%[87.6 µM] | 1.7 | -1.1%[87.6 µM] | -3.7%[172 µM] | -23.3%[88.5 µM]
Cn1nccc1-c1cn(C)c(=O)n2cc(COc3ccc(Cl)cc3)nc12 | -1.6%[172 µM] | u | u | -1.5 | u | -6.2%[172 µM] | i
CCCCOc1ccc(C(=O)Nc2nc3c(s2)CC(C)CC3)cc1 (stereo not drawn) | x | x | 4.6% | -11.9 | 20.1% | x | x
CN1CCN(c2ccc(-c3noc([C@@H]4CCCN4Cc4ccccc4)n3)cn2)CC1 | 70.8µM* | 100µM* | 23.4%[87.6 µM] | -2.8 | -12.8%[87.6 µM] | -5.7%[172 µM] | -3.5%[88.5 µM]
CCCn1c(CN2CCN(c3ccc(OC)cc3)CC2)nc2c1c(=O)[nH]c(=O)n2C | x | x | -5.7% | 1.7 | 26.4% | x | x
COCCNC(=O)[C@H]1C[C@H](Oc2ccccc2)CN1C(=O)NCc1ccc(OC)cc1 | -0.4% | -4.3% | 10.4% | 17.4 | -8.4% | 0.0% | -4.7%
Cc1ccc(C2CC(=O)Nc3c2c(C)nn3-c2nc(C)cc(C)n2)c(C)c1 (stereo not drawn) | x | x | -2.1% | 12.0 | -4.4% | x | x
Cc1ccc(NC(=O)CN2c3ccccc3S(=O)(=O)c3ccccc32)cc1F | x | x | -7.8% | -2.3 | -20.5% | x | x
O=C1N(c2cccc(F)c2)C(c2ccccc2)C12CCN(Cc1cccc(F)c1O)CC2 (stereo not drawn) | u | -37.7% | -13.7% | -4.5 | -18.5% | x | -0.7%
O=C(c1ccc(F)cc1)N1CCC(c2nc3ccccc3o2)CC1 | x | x | 10.2% | 4.9 | -29.8% | x | x
CC1=C[C@@H](CNS(=O)(=O)c2cccc(F)c2)[C@H](C(C)C)C[C@H]1CC(=O)O | -30.7%[172 µM] | 44.7µM* | 5.2%[87.6 µM] | -11.0 | -17.6%[87.6 µM] | -10.8%[172 µM] | -50.4%[88.5 µM]
CCN(C(=O)CN(C)S(=O)(=O)c1ccc2c(c1)c(=O)n(C)c(=O)n2C)c1ccc(OC)cc1 | x | x | 2.2% | -13.2 | -20.5% | x | x
Cc1nc2c(c(C)c1CCC(=O)NCc1ccc(F)cc1)c(=O)n(C)c(=O)n2C | x | x | -2.4% | 14.5 | 5.0% | x | x
CCOC(=O)c1cc(-c2ccccc2)n(CCC(=O)Nc2cc(C)cc(C)c2)c1C | x | x | 10.6% | 3.9 | -25.1% | x | x
Cc1cc(COc2ccccc2)oc1C(=O)N1C[C@@H]2CCN(C)[C@@H]2C1 | -28.4% | -9.3% | -12.2% | 16.4 | 19.0% | u | -5.7%
Cc1ccc(OC(=O)CSc2nnc(-c3ccc4c(c3)OCO4)o2)c(C)c1 | x | x | 0.2% | -8.5 | u | x | x
CN(C)S(=O)(=O)N1CCCC(C(=O)Nc2cccc(-n3cccn3)c2)C1 (stereo not drawn) | u | -9.8% | -14.7% | 10.6 | -25.3% | -4.9% | 4.0%
COc1ccc(OC)c(CNC(=O)COc2ccc(NC(=O)C3CC3)cn2)c1 | 10.0% | -1.2% | 7.6% | -1.4 | 16.7% | 7.7% | i
CCOc1ccc(NC(=O)N(C)CC2CCOCC2)cc1 | -6.5% | i | 3.5% | 16.5 | -2.4% | -13.6% | i
Cc1ccoc1C(=O)N1C[C@@H](COCC2CC2)[C@H](c2ccncc2)C1 | 1.2% | u | -0.8% | 1.3 | 25.6% | -1.9% | i
COc1ccc(CNC(=O)C(CC(C)C)NS(=O)(=O)c2ccc3c(c2)oc(=O)n3C)cc1 (stereo not drawn) | x | x | 0.7% | 19.6 | 3.4% | x | x
COc1ccc(C(=O)N2CCC(N3CC(OC)C34CCOCC4)CC2)c(OC)c1 (stereo not drawn) | -4.3% | -3.0% | -7.8% | 24.6 | 23.5% | 2.6% | -3.4%
O=C(NCC1Cn2cccc2C(=O)N1Cc1ccccc1)c1cccc2nccnc12 (stereo not drawn) | u | -13.0% | -23.3% | -0.2 | 9.1% | -7.8% | 3.5%
CN1CC2(CCN(C(=O)c3n[nH]c(=O)c4ccccc34)CC2)CC1C(=O)N1CCOCC1 (stereo not drawn) | -1.7% | -8.4% | -3.6% | -6.3 | -0.2% | -9.1% | -21.1%
COc1ccc(-c2nn(-c3cccc([N+](=O)[O-])c3)c3c2cnc2cc4c(cc23)OCO4)cc1 | x | x | 0.1% | 10.8 | 16.6% | x | x
COc1ccc(C2=C(C)C(=O)N(Cc3ccc(C(=O)Nc4ccc(C)c(C)c4)cc3)S2(=O)=O)cc1 | x | x | -1.0% | -2.4 | 15.5% | x | x

A second format for four compounds above.
C[S+](=O)([O-])N1CCCCC1c1nnc2n1CCNC2 (stereo not drawn)
  HEK cytotox = -17.0%
  3T3 cytotox = -15.3%
  HEK293 viab = 0.4%
  IP6K1 inhibitor = 8.8
  SNCA expr inh = -5.9%
  FLuc inh = x
  GPT2 inh = -50.0%

NC(=O)[C@@H]1CN(C(=O)OCc2ccccc2)[C@H]2c3ccccc3O[C@@H]12
  HEK cytotox = u
  3T3 cytotox = u
  HEK293 viab = x
  IP6K1 inhibitor = 31.0
  SNCA expr inh = x
  FLuc inh = x
  GPT2 inh = x

COc1ccc(OC)c2nc(-c3cccc(Cl)c3)c(CN3CCC(O)CC3)cc12
  HEK cytotox = u
  3T3 cytotox = u
  HEK293 viab = -8.9%
  IP6K1 inhibitor = 4.9
  SNCA expr inh = -19.6%
  FLuc inh = 0.4%
  GPT2 inh = -10.6%

O=C(CSc1nc2ccccc2nc1Cc1ccccc1)NCc1ccccc1Cl
  HEK cytotox = x
  3T3 cytotox = x
  HEK293 viab = -10.0%
  IP6K1 inhibitor = 34.7
  SNCA expr inh = -7.1%
  FLuc inh = x
  GPT2 inh = x
